CBFb RUNX1 block: inhibitors of human CBF-beta and RUNX1 interaction | Q01196+Q13951 | 230,000 tested, under 10 active | Potency, µM (highest dose often 59.8 µM), without a hit: top-dose activity, negative = inhibition, hits mostly inhibitors | AID 1477 | AlphaScreen CBFb-His/RUNX1-biotin binding, biochemical; also: % of control where 0% means no effect
Target sequence (Q01196 whole entry, looked up): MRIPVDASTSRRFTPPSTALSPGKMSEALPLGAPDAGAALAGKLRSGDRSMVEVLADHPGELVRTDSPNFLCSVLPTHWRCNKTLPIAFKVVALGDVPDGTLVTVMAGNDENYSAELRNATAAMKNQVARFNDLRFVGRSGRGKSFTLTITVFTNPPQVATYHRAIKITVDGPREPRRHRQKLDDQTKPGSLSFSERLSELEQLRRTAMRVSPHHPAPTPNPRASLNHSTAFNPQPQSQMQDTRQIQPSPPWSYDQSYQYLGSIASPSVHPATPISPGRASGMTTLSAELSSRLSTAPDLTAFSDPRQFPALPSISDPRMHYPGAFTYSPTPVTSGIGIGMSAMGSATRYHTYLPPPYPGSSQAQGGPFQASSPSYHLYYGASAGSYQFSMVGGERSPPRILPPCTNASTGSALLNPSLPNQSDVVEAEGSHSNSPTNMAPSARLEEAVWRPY
Target sequence (Q13951 whole entry, looked up): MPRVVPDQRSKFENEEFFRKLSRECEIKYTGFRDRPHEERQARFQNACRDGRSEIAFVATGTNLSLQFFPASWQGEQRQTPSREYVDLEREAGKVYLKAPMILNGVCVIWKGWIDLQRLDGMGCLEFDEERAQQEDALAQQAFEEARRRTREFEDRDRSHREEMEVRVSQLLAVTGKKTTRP
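Read-out: AlphaScreen. Format: His-CBF-beta with biotinylated RUNX1 (30 nM each) preincubated 20 min, compound 15 min, Ni-chelate plus streptavidin beads 90 min; room temperature throughout.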
Lamin A splicing: changes lamin A minigene splicing in HeLa cells | HeLa LMNA splicing GFP/RFP minigene ratio, 48 h | Potency, µM (highest dose often 46.1 µM), for the others: top-dose ratio change, negative = inhibition, hits mostly inhibitors | 0.01% of 200,000 active | AID 1487; active = well fitted inhibition curve with a large enough effect in the signal ratio, with a control signal flat, not every such curve was filed as active; inconclusive = small, poorly fitted or top-dose-only effect, or effect the other way, or a change in a side signal; the % refers to the signal ratio; also: potency is read from the fitted curve at half-maximal effect; % is scaled to controls: 0 for no effect and ±100 for the full control effect
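S3 HeLa cells stably expressing lamin A-EGFP splicing minigene plus DsRed2, 600 cells/well, 48 h compound exposure at 37C. Laser-scanning cytometry; analysed as GFP (500-530 nm)/RFP (575-640 nm) total intensity ratio; 0.5% DMSO vehicle.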
HttQ103 aggreg: reduces HttQ103-GFP aggregates in PC12 cells. PC12 HttQ103-GFP aggregates, Acumen cytometry, 40 h. Potency, µM (top dose mostly 46.1 µM), for the others: at the top dose activity change, negative = inhibition, most hits filed as inhibitors. 1.1% of 220,000 active. AID 1688; also: potency is read from the fitted curve at half-maximal effect; % is scaled to controls: 0 for no effect and ±100 for the full control effect; nearly all actives have a fitted effect of over 60% in size
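Ecdysone-promoter PC12 model expressing HTT exon 1 Q103 fused to GFP, induced by tebufenozide at 100 nM final. Compounds titrated; aggregates sized 1–25 µm scored on a 488 nm laser cytometer.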
GAA glycogen mod: GAA glycogen-cleavage inhibition or activation. recombinant GAA, glycogen substrate, Amplex Red glucose oxidase fluorescence. Potency, µM (highest dose often 76.4 µM), for inactives: at the highest dose activity change, negative = inhibition, actives largely listed as inhibitors. 0.38% of 300,000 active. AID 2100;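 also: potency is read from the fitted curve at half-maximal effect; 0% = full enzyme reaction and -100% = no-enzyme basal signal; the screen sought inhibitors and activators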
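Recombinant enzyme (4 nM final) with compounds titrated up to 77 uM and bovine liver glycogen (30 ug) in citrate pH 5.0, 0.01% Tween-20, 37 C 40 min. Released glucose detected by Amplex Red/glucose oxidase (Ex 573/Em 610); AC50 from Hill fits.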
GAA spleen mod: lysosomal alpha-glucosidase (human) modulation; Potency, µM (highest dose often 79.9 µM), for the others: at the top dose activity change, negative = inhibition, actives largely listed as inhibitors; human spleen homogenate, 4-MU-alpha-glucoside fluorescence; P10253; 0.006% of 240,000 active;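 also: potency is read from the fitted curve at half-maximal effect; 0% = enzyme with vehicle and -100% = no enzyme basal signal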
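Human spleen homogenate (1 ug) with 4-methylumbelliferyl-alpha-D-glucopyranoside (1 mM final) in 50 mM citrate/phosphate pH 5.0, 0.01% Tween-20; 40 min at 37 C. Stopped at pH 10; 4-MU fluorescence Ex 365/Em 440 nm; AC50 by Hill fit.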
HTT cytoprotect: protects HTT-Q103 PC12 cells, measured by ATP; PC12 HTT-Q103 induced, cytoprotection, ATP luminescence, 40 h; Potency, µM (highest dose often 56.4 µM), without a hit: cytoprotection (ATP increase), most hits filed as activators; 0.14% of 230,000 active;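 also: potency is read from the fitted curve at half-maximal effect; % of control where 0% means no effect; nearly all actives have a fitted effect of over 45% in size; toxic huntingtin expression switched on by the ecdysone agonist tebufenozide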
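Compounds were screened for protection of PC12 cells against cell death after tebufenozide induction (100 nM final) of mutant Huntingtin exon 1 (Q103) fused to GFP.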
GAA inh: alpha-glucosidase (human) inhibition; 0.005% of 200,000 active; Potency, µM (highest dose often 76.9 µM), without a hit: top-dose activity change, negative = inhibition, most hits filed as inhibitors; AID 1466; purified human GAA, 4-MU-alpha-glucoside fluorescence;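 also: potency is read from the fitted curve at half-maximal effect; plate controls were uninhibited enzyme wells for no effect and no-enzyme background for full effect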
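AC50 values come from Hill fits of compound titrations (up to 77 uM) against 4 nM human enzyme. Substrate 4-methylumbelliferyl-alpha-D-pyranoside at 400 uM, pH 5.0 citrate buffer, 20 min room temperature; fluorescence Ex 365/Em 440 after alkaline stop.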
* marks the source's active call; other numbers are inactive results; ? = inconclusive; / = no result given; & = joins results of further samples; [ ] = another dose, or the depositor's remark. Unless noted, calls follow the shape of the dose curve; as a rule, active = well fitted curve in the direction sought with a large enough effect; inconclusive = small, poorly fitted or top-dose-only effect, or another doubt; inactive = no such curve, though single readings can be large; an effect the other way counts as inactive or inconclusive. Not a hit list (roughly 1.5% active in at least one column).

Preview (13 entries):
SMILES	CBFb RUNX1 block	Lamin A splicing	HttQ103 aggreg	GAA glycogen mod	GAA spleen mod	HTT cytoprotect	GAA inh
O=C(N/N=C/c1ccco1)c1cc(-c2ccc(Cl)s2)[nH]n1	-8%	7%[9.22 µM]	-6%	-10%	-4%	-107%[inhibitor]	-3%
COc1ccc(C(=O)N(Cc2ccc(N(C)C)cc2)C2CCS(=O)(=O)C2)cc1 (stereo not drawn)	-1%	?	3%	?	-8%	-44%[0.074 µM]	-1%
COCc1cc(CN2CCCC2)c(O)c2ncccc12	?	-7%	?	11%	0%	-94%[inhibitor]	-3%
CC1(C)C=Cc2c(c3ccccc3[nH]c2=O)O1	-4%	28%	-12%	0%	-3%	15%[10 µM]	?
Cc1cc(C(F)(F)F)cc(NNC(=O)NC(=O)c2ccc(Cl)cc2)n1	3%	/	10%[9.22 µM]	-16%	2%	10%[10 µM]	/
CCN(CC)CC(=O)Nc1ccc2c(c1)N(C(=O)CN(CC)CC)c1ccccc1CC2	-1%	-7%	2%	2%	1%	-2%	-7%
CCn1cc(C(=O)N2CCCc3ccccc32)c2cc(OC)c(OC)cc2c1=O	4%	7%	23%	11%	-10%	-62%[inhibitor]	4%
Cc1ccc(C)n1-c1nn(S(=O)(=O)c2cccc(C(F)(F)F)c2)c2cccc(F)c12	-3%	/	-12%[9.22 µM]	-6%	-5%	-1%[10 µM]	/
COc1ccc(N2CCN(C(=O)c3ccc4c(c3)OCO4)CC2)cc1	0%	-16%	-21%	-3%	-3%	32%	-12%
CCC/C=C(\CCC)C(NS(=O)(=O)c1ccccc1)c1ccc(C(F)(F)F)cc1 (stereo not drawn)	?	/	/	/	-20%	-56%[inhibitor]	/
Brc1ccc(CSc2nnc(-c3ccccn3)n2Cc2ccco2)cc1	-7%	?	-13%	-7%	4%	11%[0.074 µM]	6%
CC(C)(C)CN1CCNC(=O)C1CC(=O)NCCc1ccccc1F (stereo not drawn)	4%	1%[46 µM]	11%[9.22 µM]	2%	-1%	-4%[10 µM]	0%
CCN=C(NCC)SC1CC(=O)N(c2cccc(OC)c2)C1=O (stereo not drawn)	8%	6%	-6%	2%	3%	-6%	0%

This part in full, previewed entries included:
SMILES	CBFb RUNX1 block	Lamin A splicing	HttQ103 aggreg	GAA glycogen mod	GAA spleen mod	HTT cytoprotect	GAA inh
O=C(N/N=C/c1ccco1)c1cc(-c2ccc(Cl)s2)[nH]n1	-8%	7%[9.22 µM]	-6%	-10%	-4%	-107%[inhibitor]	-3%
COc1ccc(C(=O)N(Cc2ccc(N(C)C)cc2)C2CCS(=O)(=O)C2)cc1 (stereo not drawn)	-1%	?	3%	?	-8%	-44%[0.074 µM]	-1%
COCc1cc(CN2CCCC2)c(O)c2ncccc12	?	-7%	?	11%	0%	-94%[inhibitor]	-3%
CC1(C)C=Cc2c(c3ccccc3[nH]c2=O)O1	-4%	28%	-12%	0%	-3%	15%[10 µM]	?
Cc1cc(C(F)(F)F)cc(NNC(=O)NC(=O)c2ccc(Cl)cc2)n1	3%	/	10%[9.22 µM]	-16%	2%	10%[10 µM]	/
CCN(CC)CC(=O)Nc1ccc2c(c1)N(C(=O)CN(CC)CC)c1ccccc1CC2	-1%	-7%	2%	2%	1%	-2%	-7%
CCn1cc(C(=O)N2CCCc3ccccc32)c2cc(OC)c(OC)cc2c1=O	4%	7%	23%	11%	-10%	-62%[inhibitor]	4%
Cc1ccc(C)n1-c1nn(S(=O)(=O)c2cccc(C(F)(F)F)c2)c2cccc(F)c12	-3%	/	-12%[9.22 µM]	-6%	-5%	-1%[10 µM]	/
COc1ccc(N2CCN(C(=O)c3ccc4c(c3)OCO4)CC2)cc1	0%	-16%	-21%	-3%	-3%	32%	-12%
CCC/C=C(\CCC)C(NS(=O)(=O)c1ccccc1)c1ccc(C(F)(F)F)cc1 (stereo not drawn)	?	/	/	/	-20%	-56%[inhibitor]	/
Brc1ccc(CSc2nnc(-c3ccccn3)n2Cc2ccco2)cc1	-7%	?	-13%	-7%	4%	11%[0.074 µM]	6%
CC(C)(C)CN1CCNC(=O)C1CC(=O)NCCc1ccccc1F (stereo not drawn)	4%	1%[46 µM]	11%[9.22 µM]	2%	-1%	-4%[10 µM]	0%
CCN=C(NCC)SC1CC(=O)N(c2cccc(OC)c2)C1=O (stereo not drawn)	8%	6%	-6%	2%	3%	-6%	0%
O=C(NCc1ccco1)c1cc2c(s1)CCCCC2	?	2%	-11%	-1%	10%	-16%[10 µM]	-14%
Clc1ccc2nc(-c3ccncc3)cc(-c3ccccc3)c2c1	-4%	-1%	18%	6%	3%	18%[1.9 µM]	2%
COc1ccc2c(c1O)C(=O)c1ccccc1C2=O	9%	/	-6%[9.22 µM]	-16%	-5%	-16%[10 µM]	/
COc1cc(C2N(c3ccc(Cl)c(Cl)c3)C(=O)C3CCCN32)cc(OC)c1OC (stereo not drawn)	2%	7%	?	4%	-9%	-34%	2%
CCOC(=O)c1c(/N=C/C2C(=O)CCCC2=O)sc(C)c1C	-3%	-16%	13%	?	-18%	14%[10 µM]	1%
Cn1cnnc1SCC(=O)Nc1ccc(N2CCOCC2)cc1	-1%	18%[46 µM]	-1%	0%	1%	7%[10 µM]	-7%
COc1ccnc(Oc2ccc(F)cc2)c1C(=O)N/C=N/OCc1ccc(F)cc1Cl	18%	?	-23%	-1%	3%	6%[10 µM]	-4%
CCOc1ncccc1C(=O)Nc1cccc(Cl)c1Cl	1%	-16%[46 µM]	-1%	1%	4%	-2%	?
O=C(COc1ccccc1)NCCSCc1ccc(Cl)cc1	4%	14%	17%	-2%	10%	20%[10 µM]	-10%
c1ccc(COc2ccc(OCCN3CCCC3)cc2)cc1	-6%	0%	?	-5%	-4%	-19%[0.074 µM]	3%
O=C(COC(=O)/C=C/c1ccccc1Cl)NC1CCCCCC1	3%	0%[46 µM]	-4%	1%	1%	4%[10 µM]	1%
Fc1cccc(F)c1/C=N/Nc1ccccn1	-21%	?	-32%	-29%	-6%	3%[10 µM]	2%
Cc1ccc2nc(NC(=S)NC(=O)c3ccc(OC(C)C)cc3)sc2c1	-17%	?	?	-4%	0%	-23%	1%
O=C(NCc1cccs1)C1CCCCC1	4%	2%	-2%	10%	-2%	21%	-14%
COc1ccc(C(C2C(=O)CC(C)(C)CC2=O)C2C(=O)CC(C)(C)CC2=O)cc1COCC(F)(F)F	-4%	?	?	8%	0%	/	-1%
Cc1cccc(C(=O)N(Cc2nc3ccccc3c(=O)[nH]2)C2CCCCC2)c1	1%	/	5%[9.22 µM]	8%	-2%	10%[10 µM]	1%
COc1ccc(-c2nc(C)sc2C)cc1	1%	9%	10%	14%	-3%	-11%[10 µM]	-2%
CS(=O)(=O)c1nc(-c2ccc(F)cc2)cc(C(F)(F)F)n1	3%	?	-16%[9.22 µM]	22%	-2%	-196%[inhibitor]	14%
COc1ccc(S(=O)(=O)Nc2nc3ccccc3nc2Nc2ccc3c(c2)OCO3)cc1	1%	-8%	-18%	-2%	4%	-4%[1.9 µM]	-9%
CCOn1c(SCC)nc2ccccc2c1=O	-13%	8%	18%	-20%	8%	1%	8%
Cc1ccc(NCC(=O)N/N=C\C(Br)=C\c2ccccc2)cc1	-3%	?	1%	2%	-6%	3%	-2%
CCC(C)NC(=O)CSC1=Nc2ccccc2C2=NC(CC(=O)NCc3ccccc3)C(=O)N12 (stereo not drawn)	-2%	-8%	-15%	-5%	2%	-18%[10 µM]	14%
Cc1ccccc1OCC(=O)NCC1CCCO1 (stereo not drawn)	10%	1%	7%	-8%	-5%	-14%[0.074 µM]	1%
Cc1ccn2c(NC(C)(C)C)c(-c3cccs3)nc2c1	-7%	2%[46 µM]	/	?	9%	/	10%
Cc1ccc(/C=C/C2=NN(Cc3ccccc3Cl)C(=O)CC2)cc1	3%	?	2%	-4%	-7%	-5%	2%
O=C(C1CC1)N(Cc1ccco1)c1nc(-c2ccccc2)cs1	-1%	?	-21%	-4%	7%	13%[10 µM]	-13%
O=C(Cn1nnc(-c2cccs2)n1)NCCc1ccccc1	6%	-9%	-17%	-6%	-1%	7%[10 µM]	6%
Cc1ccsc1C(=O)OCC(=O)Nc1c(Cl)cccc1C(F)(F)F	4%	6%	-13%	1%	-15%	/	4%
Cc1cc(C)cc(N(CC(=O)NCc2ccco2)C(=O)CCC(=O)Nc2nccs2)c1	-1%	5%[46 µM]	-1%[9.22 µM]	12%	-6%	?	-8%
CC12CCC(=O)N1C(C(=O)Nc1cccc3ccccc13)CS2 (stereo not drawn)	-3%	1%	-8%	-1%	-4%	3%	?
Cc1ccsc1C(=O)OCC(=O)Nc1ccc(Cl)cc1C(F)(F)F	6%	?	3%	18%	-3%	12%[10 µM]	1%
COc1ccc(CCNC(=O)Cc2cccs2)cc1OC	0%	3%[46 µM]	-6%[9.22 µM]	7%	0%	2%[10 µM]	9%
C=CCOC(=O)C1=C[C@@H](c2ccccc2)[C@H](CCCO)[C@@H](OCC)O1	9%	/	-8%[9.22 µM]	-11%	6%	-1%[10 µM]	/
CC1(C)Cc2c(c(N3CCOCC3)nc3sc4c(NCCN5CCOCC5)nnnc4c23)CS1	21%	-25%[46 µM]	5%[9.22 µM]	8%	-15%	-10%[10 µM]	-7%
O=c1cc(O)c2sc(Nc3ccc(F)cc3)nc2[nH]1	-7%	1%	9%	-14%	-4%	15%[10 µM]	-8%
c1ccccc1	-10%&-3%[21.7 µM]	/	/	/	8%&7%	-27%&-7%	/
CCOC(=O)C(NC(C)=O)(Nc1ccc(S(=O)(=O)Nc2onc(C)c2C)cc1)C(F)(F)F (stereo not drawn)	-1%	0%	11%	-1%	-10%	-9%	-3%
CCc1c(SCCC(=O)O)nc2ccccc2c1C	-8%	4%[46 µM]	-8%[9.22 µM]	14%	11%	5%[10 µM]	?
CC(C)(C)n1ncc2c(=O)n(CC(=O)c3ccc(Cl)cc3)cnc21	5%	-22%	26%	5%	6%	7%	-9%

Another view of part of the listing above:
SMILES,CBFb RUNX1 block,Lamin A splicing,HttQ103 aggreg,GAA glycogen mod,GAA spleen mod,HTT cytoprotect,GAA inh
CCOn1c(SCC)nc2ccccc2c1=O,-13%,8%,18%,-20%,8%,1%,8%
Cc1ccc(NCC(=O)N/N=C\C(Br)=C\c2ccccc2)cc1,-3%,?,1%,2%,-6%,3%,-2%

Screening data from PubChem BioAssay.
